ALOX12 inh – blocks human arachidonate 12S-lipoxygenase; 580,000 tested, 1.1% active; AID 1671190; Potency, µM (titrated, usually from 108 µM), for the others: at the top dose activity change, negative = inhibition, most hits filed as inhibitors; purified 12hLO, xylenol orange hydroperoxide absorbance; P18054; active = well fitted inhibition curve with a large enough effect; inconclusive = small, poorly fitted or top-dose-only effect, or another doubt; inactive = no such curve, though single readings can be large or run the other way
Target sequence (P18054 whole entry, looked up): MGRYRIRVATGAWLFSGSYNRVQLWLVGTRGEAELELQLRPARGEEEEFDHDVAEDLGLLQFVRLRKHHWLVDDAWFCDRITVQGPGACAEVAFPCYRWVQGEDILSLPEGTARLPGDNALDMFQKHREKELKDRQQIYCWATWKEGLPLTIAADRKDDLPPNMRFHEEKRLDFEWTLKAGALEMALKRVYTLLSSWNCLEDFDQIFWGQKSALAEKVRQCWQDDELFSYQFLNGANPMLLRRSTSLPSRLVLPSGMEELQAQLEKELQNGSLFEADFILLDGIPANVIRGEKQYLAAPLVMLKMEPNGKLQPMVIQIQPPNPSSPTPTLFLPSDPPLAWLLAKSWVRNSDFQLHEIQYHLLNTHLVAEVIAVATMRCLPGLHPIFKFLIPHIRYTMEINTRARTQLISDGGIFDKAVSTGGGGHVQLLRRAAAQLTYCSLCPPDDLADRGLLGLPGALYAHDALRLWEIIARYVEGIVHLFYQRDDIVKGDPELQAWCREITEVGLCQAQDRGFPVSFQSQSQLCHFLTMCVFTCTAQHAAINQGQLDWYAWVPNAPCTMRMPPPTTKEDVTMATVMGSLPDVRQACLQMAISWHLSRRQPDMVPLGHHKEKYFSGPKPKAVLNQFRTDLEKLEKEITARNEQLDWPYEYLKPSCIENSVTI
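Purified human 12hLO (150 nM final) in 25 mM Hepes, 0.01% Triton X-100, pH 7.0 was preincubated 15 min at room temperature with compound. Then 40 uM arachidonic acid was added, 30 min. Hydroperoxide was read by Fe-XO absorbance ratio 573/405 nm.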
An asterisk follows results filed as active; ? = inconclusive; & = joins results of further samples; [ ] = another dose, or the depositor's remark. % is scaled to controls: 0 for no effect and ±100 for the full control effect; potency is read from the fitted curve at half-maximal effect. These rows are one share of the data (hit frequency here may not be typical).

ALOX12 inh | SMILES
27% | CC(=O)Nc1ccc(CN(Cc2ccc(NC(C)=O)cc2)C[C@H]2C[C@@H]3CCN2C[C@@H]3c2cc(-c3ccco3)nc(C)n2)cc1
? | CC(COc1cccc(F)c1)CN1CCC(C(O)(c2ccccc2)c2ccccc2)CC1 (stereo unspecified)
16% | COCCCNC(=O)C(NC(=O)c1ccc(C)cc1)C1CCN(C(=O)c2cccs2)CC1 (stereo unspecified)
-10% | CC(=O)Nc1ccc(OCC(=O)N(C)Cc2ccccc2)nc1
24% | CCOc1ccc(C(=O)N2CCN(c3cc(-c4ccccc4)[nH]n3)CC2)cc1OCC
12% | CCCN(CC1CCOC1)S(=O)(=O)c1ccc2c(c1)OCCO2 (stereo unspecified)
40%[activator] | COc1ccc(-c2ccc3nnc(CNC(=O)COc4ccccc4)n3n2)cc1
79%[activator] | CNC(=O)[C@@H]1CN(C(=O)c2ccc(F)c(Cl)c2)C[C@H]1CO
? | COC(=O)[C@@H]1Cc2c([nH]c3ccccc23)[C@H]2C[C@H](NCCNC(C)=O)C[C@@H](c3ccc(C)cc3)N21
27% | Cc1c(CN2C[C@@H]3C(=O)N(CCCN4CCCC4=O)C(=O)[C@@H]3C2)cnn1C
43%[activator] | COc1cccc(CC(=O)N2CCC3(CC2)CC(N(C2CC2)S(C)(=O)=O)CCO3)c1 (stereo unspecified)
38%[activator] | CN(Cc1ccccc1)C(=O)c1coc(CN2CCN(c3ccccc3F)CC2)n1
40%[activator] | CCc1nc(-c2c3n(c(=O)n(CC(=O)Nc4ccccc4Cl)c2=O)CCCCC3)no1
15%[176 µM] | CNC(=O)c1cc2cc(-c3c(C)noc3C)nc(-c3cccc(OC)c3OC)c2o1
5% | CCOC(=O)C1CSCCS(=O)(=O)N1Cc1ccc(Br)cc1 (stereo unspecified)
54%&35%[activator][176 µM] | Cc1occc1-c1nc2ccncc2[nH]1
7%[176 µM] | CN(Cc1cccn1C)C1CCc2ccccc21 (stereo unspecified)
1% | Cn1cc(CC(=O)Nc2ccc(Nc3cccnc3)c(Br)c2)c2ccccc21
46%[activator] | COc1ccc(C(=O)N2CCC(Oc3nccnc3N(C)C)C2)c(OC)c1 (stereo unspecified)
38%[activator] | COCCOC1CCN(C(=O)c2ccc(OC)nc2)CC1
30% | Cc1nn(C)c2nc(-c3ccccn3)nc(NCc3ccc4c(c3)OCO4)c12
? | CC(=O)Nc1ccc(CN2C(=O)OC3(CCN(C(=O)c4scnc4C)CC3)C2(C)c2ccccc2)cc1 (stereo unspecified)
2% | Cc1ccc(NC(=O)N[C@H]2CC[C@@]34CCCN3C(=O)CCC[C@H]4[C@H]2C)cc1
42%[activator][176 µM] | Cc1ccc2nc3n(c2c1)[C@@H](CNC1CCOCC1)COC3
? | C[S+](=O)([O-])N1Cc2ccccc2CC2(CCCN2CC2CCNCC2)C1 (stereo unspecified)
? | C[C@H](O)c1onc(-c2ccccc2)c1C(=O)N1CCCCCC1
-3% | Cc1noc(-c2cccs2)c1C(=O)NCCc1cccs1
? | O=C(Nc1ccccc1F)N1CC2CCC(C1)N2Cc1ccc(-c2cc(F)cc(F)c2)cc1
25% | CC(c1ccccc1)N1Cc2cc(NC(=O)c3ccccc3)ccc2OCC1=O (stereo unspecified)
5% | COc1nccc(N2CC[C@@](O)(C3CCOCC3)[C@H](C)C2)c1C#N
109%[activator] | COc1cccc([S+](=O)([O-])N2CCC3(C2)N=C(c2ccccn2)C(=O)N3)c1 (stereo unspecified)
? | O=C(c1cc2ccccc2[nH]1)N1C[C@@H](CO)[C@H](c2nc(C3CC3)no2)C1
-5%[176 µM] | CC(=O)N1CCC(N[C@H]2C[C@@H](Cc3cc(CN4CCCCC4)on3)C2(C)C)CC1
-14%[6.33 µM] | NCC(=O)N1Cc2ccccc2CC2(CCCCN2CC2CCCC2)C1 (stereo unspecified)
? | CCc1cccc2c(C(CC(=O)N3CCCC3)c3ccc(Cl)c(Cl)c3)c[nH]c12 (stereo unspecified)
36% | N#Cc1cccc(C(=O)N2CCC3(CC2)NC(=O)N(Cc2ccc(F)cc2)C3=O)c1
10% | COCCNC(=O)[C@@H]1C[C@@H](O)CN1C1CCN(C(=O)c2cc(F)ccc2F)CC1
38% | Cc1nc2cccnc2n1CC1CCCN(S(=O)(=O)c2ccc3c(c2)CCCC3)C1 (stereo unspecified)
-20% | COc1ccc(N2CCN(c3nc(C(=O)NC4CC4)cs3)CC2)cc1
? | COc1ccc(-c2cn(C)c(=O)n3cc(COc4ccc(C(=O)O)cc4)nc23)c(C)c1
13%[176 µM] | CC(C)(C)CC(=O)N1CC[C@H]2CC(=O)N(CCN3CCNC3=O)CC[C@H]2C1
9% | Cc1ccc(C(=O)N2CCc3sc(C(=O)NCc4cccc(F)c4)cc3C2)cc1
12% | CCNC(=O)[C@@H]1C[C@H](n2cc(CN(C)C(=O)c3cccc(C)c3C)nn2)CN1
-8% | CCc1n[nH]c(CC2CCN(C(=O)c3ccccc3)CC2)n1
16% | COCCOC1CN(C2CCN(Cc3cccc(F)c3)CC2)C12CCCCC2 (stereo unspecified)
31%[activator] | O=C(Cc1cccs1)N1CCC(c2noc(-c3cccnc3)n2)C1 (stereo unspecified)
49%[activator] | O=C(O)C1CNCCN(CCOCc2ccccc2)C1 (stereo unspecified)
20% | CCOc1ccc2c(n1)CCN(C(=O)Cc1cccc(OC)c1)C2
? | O=C(c1nc2c(o1)CCN(Cc1ccccc1F)CC2)N1CCOCC1
-1%[176 µM] | CC(C)c1ccc(C(=O)NCc2ccnc3[nH]ccc23)cc1
56%[activator] | CC(C)n1ccnc1CN1CCCC12CCN(c1ccc(C(F)(F)F)cn1)CC2
3%[176 µM] | COc1ccc(Cl)cc1-c1ccc2c(c1)C(=O)N1CCN(C(=O)CO)C[C@@H]1C(=O)N2
31%[activator] | COCCNC(=O)C(NC(=O)c1ccc(OC)cc1)C1CCN(C(=O)c2ccccc2)CC1 (stereo unspecified)
38%[activator][176 µM] | N#Cc1cccc(CN2Cc3[nH]cnc3C[C@H]2c2nc(-c3cnccn3)no2)c1
112%&44%[activator][176 µM] | COc1ccc(CN(C)C(C)c2cccs2)cc1 (stereo unspecified)
-9% | CCN(CC)C(=O)N1C[C@@H](Oc2cccnc2)C[C@@H]1C(=O)NC
? | CCc1ccc(NC(=O)N2CCC(N3CC4CC(C3)[C@H]3CCCC(=O)N3C4)CC2)cc1 (stereo partly specified)
48%[activator] | O=C(N[C@H]1CCN2C(=O)c3cc(-c4cccc(C(F)(F)F)c4)ccc3NC(=O)[C@H]12)C1CCCC1
32% | CC(C)C(=O)N1CCC2(CC1)N(C)C(=O)CS2(=O)=O
27% | COc1ccc2c(=O)n(CC(=O)N3CCCOCC3)ccc2c1OC

Next structures.
ALOX12 inh | SMILES
-12% | Cc1noc([C@@H]2CC(F)(F)CN2C(=O)c2cc(C)[nH]n2)n1
15%[176 µM] | COc1ccccc1NC(=O)O[C@H]1COCCN(c2nc3ccccc3s2)C1
-6% | OC[C@@H]1O[C@H](CNC2CCOCC2)[C@H](N2CCN(c3ccc(F)cc3)CC2)[C@@H]1O
44%[activator] | CCN(C(=O)C1CCC(=O)N(CCc2ccc(Cl)cc2)C1)C(C)C (stereo unspecified)
62%[activator] | Cc1nn(C)c(C)c1S(=O)(=O)N1CCCC(CO)(Cc2ccccc2)C1 (stereo unspecified)
13% | Cc1cc(=O)n(CC(=O)NCc2ccccc2)c(N(C)Cc2ccccc2)n1
15% | Cc1cccc(NC(=O)Cn2c(=O)n(-c3ccccc3)c(=O)c3c2cc(C)n3C)c1
62%[activator][176 µM] | Clc1cccc(-c2ncc[nH]2)c1
48% | Cc1noc(C)c1[S+](=O)([O-])N1CCC2(C1)C(=O)N(Cc1ccccc1)c1ccccc12 (stereo unspecified)
38%[activator] | CCc1noc([C@@H]2CC(F)(F)CN2C(=O)c2ccc(F)cn2)n1
7%[6.33 µM] | CC(=O)Nc1ccc(CN2CC3(C2)C(=O)Nc2ccccc23)cc1
0% | O=C(Nc1cccc(C(F)(F)F)c1)N[C@H]1CO[C@H]2[C@@H]1OC[C@@H]2Nc1nccc(-c2ccc(-c3ccccc3)cc2)n1
? | COc1ccc(-c2cnc3n[nH]c(-c4sccc4C)c3n2)cc1OC
? | COc1ccc2ccccc2c1CCNC(=O)CC1C(=O)NCCN1C(C)C (stereo unspecified)
42%[activator] | COc1ccccc1OC1(C(=O)O)CCN(c2ncnc3nc[nH]c23)CC1
51%[activator] | COCc1nc(CCNS(=O)(=O)c2ccc(OC)cc2)no1
30% | COc1ccc(-c2cc(CNc3ncncn3)no2)cc1
41% | NCc1n[nH]c(=O)n1-c1ccc2c(c1)OCO2
-12%[57.4 µM] | NC1CCC(Nc2nc(Nc3ccc(C(=O)N4CCCCC4)cc3)c3ncn(-c4cccc(F)c4)c3n2)CC1 (stereo unspecified)
24%[176 µM] | CN(Cc1ccc(F)cc1)Cc1ccnn1C
16% | COc1cccc(C(=O)NC2CCN(c3cnn(C)c(=O)c3)CC2)c1OC
36%[activator][176 µM] | CNC(=O)C1CN(c2ccc(OC)cc2)C(=O)N1 (stereo unspecified)
? | COc1ccc(-c2noc([C@@H](C)NCc3ccccc3)c2C(=O)O)cc1
10%[6.33 µM] | O=C(c1ccc2c(c1)OCO2)N1CCC2(C1)C(=O)N(c1ccccc1)c1ccccc12 (stereo unspecified)
26% | Cc1cccc(C(=O)N2CCCN(c3nnc4ccccn34)CC2)c1
63%&5%[activator][176 µM] | COc1ccccc1CN(C)C1CCc2ccccc21 (stereo unspecified)
8%[176 µM] | O=C(c1cccc(Cl)c1)N1CCC(N2CCCCCC2=O)CC1
46%[activator] | COc1cc(SC)ccc1C(=O)N[C@@H]1C=C(C(=O)N[C@H](CC(C)C)C(N)=O)C[C@@H](O)[C@@H]1O
-32% | COC(=O)C(NC(=O)OCc1ccccc1)(c1ccc(Br)cc1)C(Nc1ccccc1)c1ccccc1 (stereo unspecified)
11%[176 µM] | Fc1ccc(-c2cc(CC3(NCc4cccc5c4OCO5)COC3)no2)cc1
-7%[176 µM] | C=CCNC(=O)N1CC[C@H]2CC(=O)N(Cc3ccc4c(c3)OCO4)CC[C@H]2C1
28% | CC(C)COc1cc(=O)n2c(c1C(=O)NCCCN1CCOCC1)CCCCC2
74%[activator] | O=C(c1ccc(Cn2cccn2)o1)N1CCC2(CC1)[C@H](O)C[C@@H]2O
10% | O=C(c1cccc(F)c1)N1CCC(N2CC3CC(C2)[C@H]2CCCC(=O)N2C3)CC1 (stereo partly specified)
? | O=C(O)C[C@@H]1CCN(C(=O)C2CC2)C[C@@H]1CCN1CCN(c2ccccn2)CC1
38%[activator] | Cn1cccc1CNC(=O)Cn1nc2c(cc1=O)CCCCC2
? | COCc1noc([C@@H]2CC(F)(F)CN2)n1
28% | O=C(NCCc1cccc(F)c1)C1CC(=O)N(c2n[nH]c3cccc(F)c23)C1 (stereo unspecified)
49% | Cc1ccc(NC(=O)Cn2c(-c3ccc(F)cc3)nc(C)cc2=O)c(C)c1
29% | CCn1c(CO)nnc1C1CC(NC(=O)Cc2csc(C(C)=O)c2)C1 (stereo unspecified)
? | CN(Cc1nc(-c2ccncc2)no1)C1CCC2(CCNCC2)CC1
39%[activator] | Cc1cccc(OCC(=O)N2CCC(n3cc(-c4nc(C(C)C)no4)nn3)C2)c1 (stereo unspecified)
? | O=C(c1ccc(C2CCCNC2)cc1)N1CCCN(c2ccc(F)cc2)CC1 (stereo unspecified)
45µM* | COC[C@@H]1CN(S(=O)(=O)c2cccc(C)c2)C[C@H]1c1nc(C)no1
7%[176 µM] | Cc1ccc(C(=O)N2CC(N(C)c3ccccc3C)C2)cc1
10% | CC(=O)c1cc(C(=O)N2C[C@H]3CC[C@@H]2CN(CCCc2ccccc2)C3)cs1
? | COc1ccc(C(=O)N2CCC(N3CC4CC(C3)[C@H]3CCCC(=O)N3C4)CC2)c(OC)n1 (stereo partly specified)
32%[activator] | CCC1(O)CCC12CCN(C(=O)Cc1cccnc1)CC2 (stereo unspecified)
-1% | O=C(N[C@H]1CO[C@H]2[C@@H]1OC[C@@H]2n1nnnc1Oc1ccccc1)c1ccc(C(F)(F)F)cc1
6% | O=C([C@@H]1C[C@H](F)CN1C(=O)c1cccc(C(F)(F)F)c1)N1CCOCC1
56% | CCc1ccc(C(=O)NC2CCN(c3cnn(CC4CC4)c(=O)c3)CC2)cc1

Structures listed so far that bear a hit mark in ALOX12 inh:
ALOX12 inh | SMILES
45µM* | COC[C@@H]1CN(S(=O)(=O)c2cccc(C)c2)C[C@H]1c1nc(C)no1

Molecules from the list above with a COOH group (five):
ALOX12 inh | SMILES
? | COc1ccc(-c2cn(C)c(=O)n3cc(COc4ccc(C(=O)O)cc4)nc23)c(C)c1
49%[activator] | O=C(O)C1CNCCN(CCOCc2ccccc2)C1 (stereo unspecified)
42%[activator] | COc1ccccc1OC1(C(=O)O)CCN(c2ncnc3nc[nH]c23)CC1
? | COc1ccc(-c2noc([C@@H](C)NCc3ccccc3)c2C(=O)O)cc1
? | O=C(O)C[C@@H]1CCN(C(=O)C2CC2)C[C@@H]1CCN1CCN(c2ccccn2)CC1

Retrieved by structure from the list above, six records:
ALOX12 inh | SMILES
-7%[176 µM] | C=CCNC(=O)N1CC[C@H]2CC(=O)N(Cc3ccc4c(c3)OCO4)CC[C@H]2C1
7%[176 µM] | Cc1ccc(C(=O)N2CC(N(C)c3ccccc3C)C2)cc1
45µM* | COC[C@@H]1CN(S(=O)(=O)c2cccc(C)c2)C[C@H]1c1nc(C)no1
6% | O=C([C@@H]1C[C@H](F)CN1C(=O)c1cccc(C(F)(F)F)c1)N1CCOCC1
? | O=C(c1ccc(C2CCCNC2)cc1)N1CCCN(c2ccc(F)cc2)CC1 (stereo unspecified)
29% | CCn1c(CO)nnc1C1CC(NC(=O)Cc2csc(C(C)=O)c2)C1 (stereo unspecified)

Bioassay records: PubChem, National Center for Advancing Translational Sciences (NCATS)
